AMPAR-TARP mod: GluA2-stargazin AMPA receptor complex modulation; 40,000 tested, 3.5% active; calls only at 30 µM; O88602+P19491; HEK293 GluA2+stargazin, membrane potential dye (FDSS), glutamate EC50; hits were called plate by plate, in both directions;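 active = any of four per-well response measures lying three or more SD from its plate-wide compound average, in either direction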
Target sequence (O88602 whole entry, looked up): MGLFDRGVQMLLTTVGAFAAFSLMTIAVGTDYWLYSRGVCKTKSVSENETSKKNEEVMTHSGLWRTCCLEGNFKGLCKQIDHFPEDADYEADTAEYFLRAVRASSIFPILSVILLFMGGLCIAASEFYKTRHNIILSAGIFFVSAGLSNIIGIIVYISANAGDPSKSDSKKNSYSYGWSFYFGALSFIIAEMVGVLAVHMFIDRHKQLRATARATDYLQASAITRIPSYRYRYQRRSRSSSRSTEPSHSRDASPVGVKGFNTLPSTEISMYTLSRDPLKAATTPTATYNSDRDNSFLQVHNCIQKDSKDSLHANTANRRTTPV
Target sequence (P19491 whole entry, looked up): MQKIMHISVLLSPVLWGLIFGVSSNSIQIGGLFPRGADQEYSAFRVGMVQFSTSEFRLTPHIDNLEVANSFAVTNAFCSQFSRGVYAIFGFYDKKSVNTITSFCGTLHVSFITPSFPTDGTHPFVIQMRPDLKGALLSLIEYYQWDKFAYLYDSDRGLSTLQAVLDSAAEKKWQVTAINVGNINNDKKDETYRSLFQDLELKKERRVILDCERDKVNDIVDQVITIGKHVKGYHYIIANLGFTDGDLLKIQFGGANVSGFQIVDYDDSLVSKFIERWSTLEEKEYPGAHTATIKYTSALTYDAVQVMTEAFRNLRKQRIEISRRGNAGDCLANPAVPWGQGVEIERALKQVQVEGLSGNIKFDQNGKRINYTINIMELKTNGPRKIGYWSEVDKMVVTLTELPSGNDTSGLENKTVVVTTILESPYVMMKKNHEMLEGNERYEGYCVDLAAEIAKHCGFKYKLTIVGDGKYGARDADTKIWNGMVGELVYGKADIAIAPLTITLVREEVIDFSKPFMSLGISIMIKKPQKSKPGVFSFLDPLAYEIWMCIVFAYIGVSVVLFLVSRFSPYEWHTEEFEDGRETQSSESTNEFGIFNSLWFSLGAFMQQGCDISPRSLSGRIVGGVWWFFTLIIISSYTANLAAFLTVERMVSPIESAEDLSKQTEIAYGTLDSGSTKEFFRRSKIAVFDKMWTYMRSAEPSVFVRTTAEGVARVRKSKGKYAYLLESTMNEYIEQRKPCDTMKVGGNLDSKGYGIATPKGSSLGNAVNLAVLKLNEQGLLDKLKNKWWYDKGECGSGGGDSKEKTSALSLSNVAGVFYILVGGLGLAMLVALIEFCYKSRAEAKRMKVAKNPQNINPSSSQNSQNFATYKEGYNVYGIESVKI
AMPAR-TARP mod agonism max-min: further read-out of AMPAR-TARP mod, marked with its call; compound max-min signal; compound-alone response (agonism);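 unitless range of fluorescence divided by baseline over first 100 seconds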
AMPAR-TARP mod glutamate slope: further read-out of AMPAR-TARP mod, marked with its call; glutamate slope, % of max; measured here: glutamate response slope, % max;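 scaled per plate between vehicle wells and maximal 1 mM glutamate control wells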
The depositor's hits bear a star; i = inactive.

The opening 16 compounds, ahead of the listing:
nr	AMPAR-TARP mod	AMPAR-TARP mod agonism max-min	AMPAR-TARP mod glutamate slope	compound
1	i	0.0768	63.6	COc1ccc(C(=O)NC2CC(=O)N(c3ccc(C)c(C)c3)C2)c(OC)c1 (configuration not stated)
2	i	0.101	63.0	Cc1cc(NC(=O)C(=O)NCC(c2cccc3ccccc23)N2CCOCC2)no1 (configuration not stated)
3	i	0.117	34.9	COC(=O)c1ccc(NC(=O)c2nnn(-c3ccccc3)c2C)cc1
4	i	0.0235	41.6	COC(=O)c1ccc(NC(=O)CCCn2nc(-c3ccc(C)cc3)ccc2=O)cc1
5	i	0.128	26.4	S=C(NCc1ccccc1)Nc1ccc(Nc2ccccc2)cc1
6	i	0.128	62.9	O=C(c1cc(-c2ccco2)[nH]n1)N1CCC(Cn2cccn2)CC1
7	i	0.0627	43.3	Cc1ccc(S(=O)(=O)CCCC(=O)Nc2cccc(-c3nc4ccccc4[nH]3)c2)cc1
8	i	0.0751	33.6	O=S(=O)(Nc1cccnc1)c1ccc(F)cc1
9	i	0.0778	61.5	O=C(COc1ncccn1)Nc1cccc(Cl)c1Cl
10	i	0.138	44.9	COCCn1c(=NC(=O)c2ccno2)sc2cccc(F)c21
11	i	0.0556	42.4	O=C(NNC(=O)c1cccn(Cc2ccc(Cl)c(Cl)c2)c1=O)c1cccs1
12	i	0.0648	68.1	COc1ccc(-c2ccc(=O)n(CCCNS(=O)(=O)c3ccc(Cl)cc3)n2)cc1
13	i	0.109	60.3	COc1cccc(/C=N/NC(=O)c2nc(N)n[nH]2)c1OC
14	i	0.0871	62.5	CCOc1ccc(-c2nc(Cn3ccn4nc(-c5ccc(OC)cc5)cc4c3=O)c(C)o2)cc1
15	i	0.173	50.1	NC(=O)C1CCN(C(=O)c2csc(Nc3ccc(OC(F)F)cc3)n2)CC1
16	i	0.0939	65.3	CC(=O)Nc1cccc(NC(=O)Cn2nc(C(=O)N3CCN(C)CC3)cc2C)c1

Main list (from the top)
nr	AMPAR-TARP mod	AMPAR-TARP mod agonism max-min	AMPAR-TARP mod glutamate slope	compound
1	i	0.0768	63.6	COc1ccc(C(=O)NC2CC(=O)N(c3ccc(C)c(C)c3)C2)c(OC)c1 (configuration not stated)
2	i	0.101	63.0	Cc1cc(NC(=O)C(=O)NCC(c2cccc3ccccc23)N2CCOCC2)no1 (configuration not stated)
3	i	0.117	34.9	COC(=O)c1ccc(NC(=O)c2nnn(-c3ccccc3)c2C)cc1
4	i	0.0235	41.6	COC(=O)c1ccc(NC(=O)CCCn2nc(-c3ccc(C)cc3)ccc2=O)cc1
5	i	0.128	26.4	S=C(NCc1ccccc1)Nc1ccc(Nc2ccccc2)cc1
6	i	0.128	62.9	O=C(c1cc(-c2ccco2)[nH]n1)N1CCC(Cn2cccn2)CC1
7	i	0.0627	43.3	Cc1ccc(S(=O)(=O)CCCC(=O)Nc2cccc(-c3nc4ccccc4[nH]3)c2)cc1
8	i	0.0751	33.6	O=S(=O)(Nc1cccnc1)c1ccc(F)cc1
9	i	0.0778	61.5	O=C(COc1ncccn1)Nc1cccc(Cl)c1Cl
10	i	0.138	44.9	COCCn1c(=NC(=O)c2ccno2)sc2cccc(F)c21
11	i	0.0556	42.4	O=C(NNC(=O)c1cccn(Cc2ccc(Cl)c(Cl)c2)c1=O)c1cccs1
12	i	0.0648	68.1	COc1ccc(-c2ccc(=O)n(CCCNS(=O)(=O)c3ccc(Cl)cc3)n2)cc1
13	i	0.109	60.3	COc1cccc(/C=N/NC(=O)c2nc(N)n[nH]2)c1OC
14	i	0.0871	62.5	CCOc1ccc(-c2nc(Cn3ccn4nc(-c5ccc(OC)cc5)cc4c3=O)c(C)o2)cc1
15	i	0.173	50.1	NC(=O)C1CCN(C(=O)c2csc(Nc3ccc(OC(F)F)cc3)n2)CC1
16	i	0.0939	65.3	CC(=O)Nc1cccc(NC(=O)Cn2nc(C(=O)N3CCN(C)CC3)cc2C)c1
17	i	0.0701	35.6	COCCn1c(=NC(=O)c2cc(C)no2)sc2cc(S(C)(=O)=O)ccc21
18	i	0.0643	68.9	COc1ccc(CC(=O)Oc2c(S(=O)(=O)c3ccccc3)c(C)nn2C(C)(C)C)cc1OC
19	i	0.0622	67.8	O=c1ccc(-c2ccccc2)nn1CCCNS(=O)(=O)CCc1ccccc1
20	i	0.115	61.7	CCS(=O)(=O)N1CCCc2cc(NS(=O)(=O)c3cc(C)c(C)cc3OC)ccc21
21	i	0.102	63.6	CC(=O)Oc1ccc2c(=O)c(Oc3ccccc3Br)c(C(F)(F)F)oc2c1
22	i	0.0784	53.2	O=C(CCN1CCC(Cc2ccccc2)CC1)Nc1ccc2c(c1)OCCO2
23	i	0.0392	46.3	Cn1c(=O)c2c(ncn2CC2CC2)n(C)c1=O
24	i	0.0413	56.8	O=C(Cn1c2c(c(=O)n(C3CCCCC3)c1=O)CCC2)NCc1ccco1
25	i	0.0828	48.2	CC(CNC(=O)CCCc1nnc2c(=O)n(-c3ccc(Cl)cc3)ccn12)c1ccccc1 (configuration not stated)
26	i	0.111	62.4	CN(C)S(=O)(=O)N1CCN(S(=O)(=O)c2ccc(F)cc2)CC1
27	i	0.0602	81.1	C=CCn1c(=NC(=O)Cc2ccc(S(C)(=O)=O)cc2)sc2c(OC)ccc(OC)c21
28	i	0.132	84.2	Cc1ccccc1-c1ccc(N2CCC(C(=O)NCCc3ccc(S(N)(=O)=O)cc3)CC2)nn1
29	i	0.0872	56.2	COc1cn(CC(=O)N2CCc3ccccc32)c(CSc2nccc(C)n2)cc1=O
30	i	0.132	55.9	COc1ccc(-c2nnc3ccc(OCCNC(=O)C(C)(C)C)nn23)cc1
31	i	0.136	55.2	Cc1cc(C)n(CCN2CCN(C(=O)c3cccc(Cl)c3)CC2)n1
32	i	0.0726	42.2	N#Cc1c(SCc2ccccc2)nc(N2CCOCC2)c2c1CCCC2
33	i	0.115	53.5	COc1cccc(-c2cc(CC(=O)N3c4ccc(F)cc4CCC3C)no2)c1 (configuration not stated)
34	i	0.0614	59.5	CCn1c(=NC(=O)CSC(C)=O)sc2cc(OC)ccc21
35	i	0.116	77.9	CN(C)c1oc(-c2ccc(S(=O)(=O)N3CCc4ccccc4C3)cc2)nc1C#N
36	i	0.0352	16.6	O=C(CCCCn1c(=O)[nH]c2ccccc2c1=O)NCCc1ccccc1
37	i	0.105	57.6	CN(Cc1nc2ccccc2[nH]1)C(=O)OCc1ccccc1
38	i	0.0948	72.6	COc1ccc(S(=O)(=O)CCC(=O)Nc2nc3cc4c(cc3s2)OCCO4)cc1
39	i	0.0606	56.5	O=C(/C=C/c1ccccc1Cl)Nc1ccc2ncsc2c1
40	i	0.089	54.8	CCOc1ccc(S(=O)(=O)NCC(c2cccn2C)N2CCc3ccccc3C2)cc1 (configuration not stated)
41	i	0.092	51.8	CCOC(=O)C1CCN(C(=O)Cc2csc(Nc3ccccc3)n2)CC1
42	i	0.0554	49.2	CC(C)(C)C(=O)Nc1ccc(C(=O)NCCN)cc1
43	i	0.0618	54.8	O=C(Nc1ccccc1-c1nc2ccccc2[nH]c1=O)c1ccccc1
44	i	0.0784	60.7	Cc1ccc(Oc2ccc(C(=O)Nc3nc(-c4ccccc4)cs3)cc2)nn1
45	i	0.0871	67.8	CC(O)(CNC(=O)/C=C/c1ccc2c(c1)OCO2)c1ccccc1 (configuration not stated)
46	i	0.0349	27.7	O=C(Cc1cccc2ccccc12)NCCN1CCOC(c2ccccc2)C1 (configuration not stated)
47	i	0.121	77.8	O=S(=O)(c1ccc(Cl)s1)N1CCCN(CCn2cccn2)CC1
48	i	0.0323	38.5	Cc1ccc(C(=O)N(Cc2ccc(N(C)C)cc2)C2CCS(=O)(=O)C2)cc1 (configuration not stated)
49	i	0.0934	57.5	CCN(Cc1ccccc1)S(=O)(=O)c1cc(N2C(=O)CCS2(=O)=O)ccc1C
50	i	0.0909	57.9	COc1ccc2nc(N(Cc3ccco3)C(=O)C3CC3)sc2c1

The results go on.
nr	AMPAR-TARP mod	AMPAR-TARP mod agonism max-min	AMPAR-TARP mod glutamate slope	compound
51	i	0.129	56.6	COc1ccc(-n2c(C)nc3ccc(NC(=O)c4ccc(C(F)(F)F)cc4)cc3c2=O)cc1
52	i	0.0921	41.9	O=C(Cc1ccc(-c2ccccc2)cc1)NCCNC(=O)c1ccc(NC(=O)C2CC2)cc1
53	i	0.153	45.5	COc1ccc(NC(=O)CSc2ncc(S(=O)(=O)c3ccc(Cl)s3)c(N)n2)cc1
54	i	0.0992	57.2	CC(C)Oc1ccc(C(=O)Nc2ccc3c(c2)CCCN3S(C)(=O)=O)cc1
55	i	0.114	56.1	COc1cc(S(=O)(=O)N2CCCCCC2)ccc1F
56	i	0.0603	57.2	O=C(/C=C/c1ccco1)N1CCC(CNS(=O)(=O)/C=C/c2ccccc2)CC1
57	i	0.0594	46.3	CSc1ccccc1CN1CCC(CNC(=O)C23CC4CC(CC(C4)C2)C3)CC1
58	i	0.101	63.0	CC(C)N1CCC(CNC(=O)C(=O)NCCN2CCOCC2)CC1
59	i	0.148	52.9	CCOC(=O)Cn1c(C)cn2c3c(=O)n(Cc4ccccc4)c(=O)n(C)c3nc12
60	i	0.124	60.9	COc1cccc2cc(C(=O)N3CCC(OC)CC3)oc12
61	i	0.0697	30.6	COCCn1c(=O)c2c(nc3n2CCCN3c2ccc(C)cc2C)n(C)c1=O
62	i	0.107	71.5	COc1ccc(S(=O)(=O)Nc2ccc3c(c2)N(S(=O)(=O)c2ccc(F)cc2)CCC3)cc1C
63	i	0.0584	41.9	CCC(CO)NCC(O)COc1cccc2ccccc12 (configuration not stated)
64	i	0.0764	49.7	O=C(c1ccco1)N1CCN(C(=O)c2cc3cc(Br)ccc3oc2=O)CC1
65	i	0.0893	40.4	CC1=C(C(=O)Nc2cccc(F)c2)C(c2cccc(Oc3ccccc3)c2)C2=C(CC(C)(C)CC2=O)N1 (configuration not stated)
66	i	0.101	50.9	CCSc1nc2c(c(=O)[nH]c(=O)n2C)n1CCc1ccc(OC)cc1
67	i	0.0705	51.4	O=C(NCCc1c[nH]c2ccccc12)C(=O)Nc1ccc2c(c1)OCCO2
68	i	0.08	71.0	COc1ccc(C(C)(C)C)cc1S(=O)(=O)NC1CCCC1
69	i	0.125	69.4	CCOCCCNc1oc(-c2ccc(S(=O)(=O)N3CCc4ccccc4C3)cc2)nc1C#N
70	i	0.0528	99.7	CCCCNC(=O)C(=O)Nc1c2c(nn1-c1ccc(C)cc1C)CS(=O)(=O)C2
71	i	0.0809	55.8	CCOC(=O)c1sc(NC(=O)CSc2ccc(NC(=O)C3CC3)nn2)nc1C
72	i	0.0882	55.0	COc1cn2c(cc1=O)C(=O)N(CCNC(=O)c1ccccc1SC)CC2
73	i	0.12	58.6	O=C(Nc1cccc(N2CCCCC2=O)c1)c1ccc(F)c(F)c1
74	i	0.108	54.4	O=C(NCCCS(=O)(=O)N1CCN(c2ccccc2)CC1)c1cnccn1
75	i	0.103	66.9	Cc1ccc(C(CNS(=O)(=O)c2ccc3ccccc3c2)N2CCOCC2)cc1 (configuration not stated)
76	i	0.16	41.9	COCCNC(=O)Cn1cc(OC)c(=O)cc1CSc1nc(C)cc(C)n1
77	i	0.05	41.1	COc1cn(CC(=O)Nc2ccccc2)c(CSc2nnnn2C)cc1=O
78	i	0.154	67.7	CC(C)(C)c1cc(NC(=O)c2nc(-c3cnccn3)no2)on1
79	i	0.038	54.7	COc1ccc(-c2ccc(=O)n(CC(=O)NCCc3ccccc3)n2)cc1OC
80	i	0.0712	64.3	Cc1ccc(Oc2cccc(NS(=O)(=O)c3ccc(-c4csc(C)n4)s3)c2)nn1
81	i	0.108	65.1	NS(=O)(=O)c1ccc(CCNC(=O)c2ccc3c(=O)n(Cc4ccc5c(c4)OCO5)c(=S)[nH]c3c2)cc1
82	i	0.111	52.5	CCN(CCCNC(=O)CCCCn1c(=O)[nH]c2ccccc2c1=O)c1ccccc1
83	i	0.0886	54.1	CCc1cc(CC)n(-c2nc3c(c(=O)n(CC(=O)OC)c(=O)n3C)n2C)n1
84	i	0.0705	69.1	NS(=O)(=O)c1ccc(CCNC(=O)C(=O)NCc2ccc3c(c2)OCO3)cc1
85	i	0.185	74.8	CCc1nc2c(c(=O)c3ccccc3n2C)c(=O)n1-c1ccccc1
86	i	0.0507	88.6	COc1cccc(S(=O)(=O)N2CC(C)CC(C)C2)c1 (configuration not stated)
87	i	0.0331	43.0	COC(=O)c1ccc(NC(=O)Cn2nnc(C(=O)OC)c2C(=O)OC)cc1
88	i	0.0736	42.8	COc1ccc(/C=C2\Oc3cc(OCC(=O)OC(C)C)ccc3C2=O)c(OC)c1
89	i	0.103	53.6	COC(=O)c1ccc(NC(=O)CSc2cc(N3CCCC3)ncn2)cc1
90	i	0.12	75.0	COc1cn(CC(=O)N2CCCc3ccccc32)c(CSc2nnnn2C)cc1=O
91	i	0.0907	55.1	Cc1ccccc1NC(=O)Nc1cccc(N2CCCCC2=O)c1
92	i	0.0485	53.7	Cc1ccc(OCC(=O)NCC(c2cccs2)N2CCOCC2)cc1 (configuration not stated)
93	i	0.035	21.6	CCc1ccc(S(=O)(=O)N2CCN(c3ccc(-c4cccs4)nn3)CC2)s1
94	i	0.0957	49.9	O=C(CCC1=NS(=O)(=O)c2ccccc2N1)Nc1ccc(F)cc1
95	i	0.0951	46.7	COc1ccc(CCNC(=O)Cn2cnc(-c3ccc(C)cc3)cc2=O)cc1OC
96	i	0.111	54.0	Cc1ccc(-n2nnc(C(=O)N(C)C3CCS(=O)(=O)C3)c2C)cc1Cl (configuration not stated)

Compound activity: PubChem BioAssay, Vanderbilt High Throughput Screening Facility

A portion of the library (hit frequency here may not be typical).
